# TAG inh: reduces triacylglycerol accumulation in H9c2 cells; Nile Red lipid (TAG) fluorescence; cells loaded with 200 µM oleic acid; inhibition, % at 12.5 µM; 230,000 compounds, 0.66% hits; AID 651582;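 active = pattern-corrected inhibition of lipid staining of at least 50% with the nuclear-stain viability signal not falling by more than 50%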;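 note: 0% = DMSO wells and 100% = triacsin C control wells; some results filed as inactive read as strong as hits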
# TAG inh DAPI viability: recorded beside TAG inh, whose call it bears; DAPI nuclei signal change (viability), lower = more cytotoxic, %;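 whole-well DAPI fluorescence read on a plate reader as a viability signal; minus 50 percent equals half of cells still viable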
# An asterisk follows results filed as active. An excerpt (hit frequency here may not be typical).
SMILES,TAG inh,TAG inh DAPI viability
Nc1ccccc1C#Cc1ccc([N+](=O)[O-])cc1,22,-19
O=C(N/N=C/c1ccoc1)c1ccc(Br)cc1,-13,-8
O=C(CCC(=O)N1CCc2ccccc21)Nc1ccccc1,-8,12
CCCCn1c(N)c(N(CCOC)C(=O)c2ccc(Br)o2)c(=O)[nH]c1=O,3,1
Cc1ccc(C(C)C)c(OCC(=O)c2c(O)c3ccccc3oc2=O)c1,-4,6
CC(C)(C)NC(=O)NC(=O)CSc1ccc(S(=O)(=O)N2CCOCC2)cn1,-4,5
CC1CN(S(=O)(=O)c2cccc(C(=O)N(C)C3CCN(C)CC3)c2)CC(C)O1 (stereo not given),-1,3
COc1cccc(OCC(=O)O)c1,-16,0
CC(=O)N1N=C(c2cccc(Cl)c2)OC1c1ccc(C(C)C)cc1 (stereo not given),0,-5
COc1cccc(-c2sc3ccc(OC)cc3c2C#CCCO)c1,-20,12
Cc1ccc(NC(=O)CCC(=O)N2CCC(C)CC2)c([N+](=O)[O-])c1,-10,-6
Cc1ccc(C(=O)NC2(O)C(=O)c3ccccc3C2=O)cc1C,-2,2
CC(C)(C)N(CC#CCC(O)(c1ccccc1)C1CCCC1)CCO (stereo not given),-15,11
COc1ccc(CNCCc2ccc(Cl)cc2)cc1OCc1ccccc1,-18,11
CN(C)S(=O)(=O)c1ccc(N2CCCC2)c(C(=O)OCC(=O)NC2(C#N)CCCCC2)c1,2,-1
NNC(=O)c1ccc(CSc2nc3ccccc3s2)cc1,-3,14
NS(=O)(=O)c1ccc(CCNC(=O)CN2CCC(Cc3ccccc3)CC2)cc1,4,-4
COc1cccc(OC)c1C(=O)NC(=O)Nc1c(F)c(F)c(F)c(F)c1F,-8,6
Oc1ccc(C(=S)N2CCN(c3cccc(Cl)c3)CC2)cc1,24,-2
CCOC(=O)c1cc(-c2sc(NC(=O)c3ccccc3)nc2C)n(-c2ccc(Br)cc2)n1,42,15

# Arranged by molar mass (largest number first): 3 of the compounds above
SMILES,TAG inh,TAG inh DAPI viability
CC1CN(S(=O)(=O)c2cccc(C(=O)N(C)C3CCN(C)CC3)c2)CC(C)O1 (stereo not given),-1,3
Cc1ccc(C(=O)NC2(O)C(=O)c3ccccc3C2=O)cc1C,-2,2
O=C(N/N=C/c1ccoc1)c1ccc(Br)cc1,-13,-8

# A second format for some results above:
mol | TAG inh | TAG inh DAPI viability
COc1cccc(-c2sc3ccc(OC)cc3c2C#CCCO)c1 | -20 | 12
Cc1ccc(NC(=O)CCC(=O)N2CCC(C)CC2)c([N+](=O)[O-])c1 | -10 | -6
Cc1ccc(C(=O)NC2(O)C(=O)c3ccccc3C2=O)cc1C | -2 | 2
CC(C)(C)N(CC#CCC(O)(c1ccccc1)C1CCCC1)CCO (stereo not given) | -15 | 11
COc1ccc(CNCCc2ccc(Cl)cc2)cc1OCc1ccccc1 | -18 | 11

# Continued.
SMILES,TAG inh,TAG inh DAPI viability
N=c1oc2ccc([N+](=O)[O-])cc2cc1C(=O)NCc1ccccc1,3,-2
CCn1nc(C)c(/C=N/NC(=O)CSc2ccccn2)c1C,-5,3
O=[N+]([O-])c1ccc(CS(=O)c2ccccc2)cc1 (stereo not given),10,-3
COc1cc(/C=C/C(=O)O)cc(S(=O)(=O)Nc2ccccc2C(=O)NCc2ccco2)c1OC,5,-1
CCOC(=O)c1c(-c2cccs2)csc1NC(C)=O,4,-1
COc1cccc(CN2CCC2(C)C(=O)Nc2cccc(Oc3ccccc3)c2)c1OC (stereo not given),-7,1
COc1ccc(C(=O)Nc2nnc(C)s2)cc1S(=O)(=O)N1CCOCC1,6,-2
CCN1C(=O)C(NC(C)=O)c2cc(Br)ccc21 (stereo not given),12,-13
Cc1nn(CC(=O)NC(C)c2ccccc2)c(=O)c2ccccc12 (stereo not given),0,0
COc1ccc(CC(=O)Nc2nnc(C(C)(C)C)s2)cc1OC,18,-2
CCOC(=O)C1CCCN(c2c(NCC3CCCN3CC)c(=O)c2=O)C1 (stereo not given),0,-20
CCCn1nnc(NC(=O)/C=C/c2cc(Br)ccc2OC)n1,7,2
Cc1cc(C(=O)COC(=O)c2cccc(O)c2)c(C)n1C1CC1,-3,3
Cc1cc(C(=O)NNC(=O)CN2C(=O)NC3(CCCCC3)C2=O)c(C)o1,21,3
CC(C)(C)c1cc(/C=N/NC(=O)Cc2nc3ccccc3[nH]2)cc(C(C)(C)C)c1O,3,1
CC(C)(C)C(=O)CSc1ncccn1,-1,0
CCOC(=O)N1CCC(NC(=O)c2ccc3c(=O)n4c(nc3c2)CCCC4)CC1,17,-13
CC1CN(/C(=N\S(=O)(=O)c2ccccc2)c2ccccc2)CC(C)O1 (stereo not given),9,6
Cc1ccc(S(=O)(=O)N(Cc2cc3ccc(C)cc3[nH]c2=O)c2ccccc2)cc1,-17,8
COc1ccccc1/C=N/NC(=O)CCSc1ccccc1,-8,4
Cc1cccc(OCC(=O)OC(C)C(=O)Nc2ccc(S(=O)(=O)N3CCCCC3)cc2)c1 (stereo not given),3,-6
COc1ccccc1N(CC(=O)NC1CCCC1)C(=O)CCC(=O)Nc1cc(C)on1,1,3
COc1ccc2oc(C(=O)OCC(=O)N(C)c3c(N)n(Cc4ccccc4)c(=O)[nH]c3=O)c(C)c2c1,3,3
CCOc1ccc(OCCC(=O)OCC(=O)Nc2ccc(N3CCOCC3)cc2)cc1,4,-3
COc1ccc(C(=O)C2CN(c3ccccc3)CC2c2ccc(Cl)cc2)cc1 (stereo not given),20,5
C/C=C(/C)C(=O)Nc1cccc(C2=NOC3(C2)C[C@@H](C(N)=O)N(C(=O)CCCCC)C3)c1 (stereo not given in full),-4,-1
Cn1c(=O)n(Cc2ccc(F)cc2)c(=O)c2c1nc1n2CCCN1Cc1ccccc1,-146,-10
S=c1nc(-c2ccc(Cl)cc2)[nH][nH]1,6,0
O=S(=O)(c1ccc(F)cc1)N1CCN(CC(O)COCc2ccccc2)CC1 (stereo not given),-3,2
Cc1cc(C(=O)N2CCCC(N3CCN(c4ccccc4C)CC3)C2)no1 (stereo not given),1,0
Cc1ccc(-c2cc(C(=O)NC3CCN(Cc4ccccc4)CC3)c3ccccc3n2)cc1,9,29
O=S(=O)(Nc1ccc(-c2ccc(N3CCOCC3)nn2)cc1)c1cc(Cl)ccc1Cl,1,-2
CN(Cc1ccccc1)C(=O)c1ncn2c1c(=O)[nH]c1cccnc12,-6,5
CCOC(=O)N1CCN(C(=O)c2cccc(NC(=O)c3ccco3)c2)CC1,-13,5
Cc1ccc(NC(=O)CN(C)C(=O)CSc2nc(C)cs2)cc1,2,-3
COc1ccc(N2CC(C(=O)Nc3c(C(N)=O)oc4ccccc34)CC2=O)cc1 (stereo not given),-9,4
C[C@@H](NC(=O)c1nc[nH]c1C(=O)NCCCCCNC(=O)OC(C)(C)C)c1ccccc1,-1,6
Cc1ccc(S(=O)(=O)NC(=O)c2cccc(Br)c2)cc1,9,0
Cc1ccc(CN2CC(C(=O)Nc3ccc(C)cn3)CC2=O)cc1 (stereo not given),14,-10
COc1ccc([C@H]2N[C@]3(CCCN(CC4CCCCC4)C3=O)[C@H]3C(=O)N(C)C(=O)[C@@H]23)cc1,-7,-2
C/C(=N\NC(=O)COc1c(C)cccc1C)c1cccs1,-6,-8
COc1ccc(-c2csc(N3CCN(C(=O)c4ccco4)CC3)n2)cc1,-10,-2
CCOC(=O)c1sc2nc(C)nc(SCC(=O)N(C)C3CCS(=O)(=O)C3)c2c1C (stereo not given),-5,9
C=CCOC(=O)C1=C(C)NC(=O)NC1C1CC=CCC1 (stereo not given),7,0
CC1(COS(N)(=O)=O)CCCCC1,6,-5
Cc1cc(C)n(C(=O)CCNC(=O)c2ccccc2Cl)n1,-3,-3
COc1cccc(/C=C/C(=O)OCC(=O)NC(=O)NC2CCCC2)c1,4,-1
Cc1cc(C)nc(NCCC(=O)O)n1,-1,21
Cc1ccc(NC(=O)COC(=O)c2cccc(S(=O)(=O)N3CCCCCC3)c2)cc1,21,-13
COCCNC(=S)N/N=C(\C)c1ccc(OC(F)F)cc1,-12,51
Cc1cc(NCCCN2CCOCC2)n2ncc(-c3ccccc3)c2n1,8,28
CC(C)Oc1nc(-c2ccccc2Cl)nc2ccccc12,-6,1
Cc1c(NS(=O)(=O)c2cccc(C(=O)NCc3ccncc3)c2)c(=O)n(-c2ccccc2)n1C,0,0
O=C(CNC1CCCCC1)Nc1ccc(Cl)cc1,1,-5
Cc1cc([N+](=O)[O-])ccc1NC(=O)C(C)N1CCN(c2ccccn2)CC1 (stereo not given),6,-2
CCc1nc2ccccc2c(C(=O)OCC(=O)N2CC(C)OC(C)C2)c1C (stereo not given),2,-8
Cc1scc(C(=O)NNC(=S)NC(C)c2ccccc2)c1C (stereo not given),-3,0
O=C(CCN1CCc2ccccc2C1)Nc1ccccc1F,18,4
NC(=O)c1ccc(NC(=O)CSc2nnc(C3CC3)n2C2CC2)cc1,0,3
Cc1ccc(C)c(S(=O)(=O)N2CCCC2CNC(=O)C(=O)NC2CCCCCC2)c1 (stereo not given),13,-10
# Further entries.
SMILES,TAG inh,TAG inh DAPI viability
CN1CCN(C(=S)c2ccc(-c3cc(Cl)ccc3Cl)o2)CC1,-2,5
O=C(O)c1ccc(/C=C/c2ccc3cccc(O)c3n2)cc1,6,-1
O=C(C1CCCN(Cc2nc(-c3cccs3)no2)C1)N1CCOCC1 (stereo not given),13,-18
O=C(CCCOc1ccccc1)Nc1nc2ccccc2[nH]1,-18,18
Cc1nn(Cc2ccc(C(=O)Nc3nc4c(C)cccc4s3)o2)c(C)c1Br,1,-7
CCOc1ccc(OCCC(=O)Nc2ccccc2C(=O)NC2CC2)cc1,-9,-6
O=S(=O)(NCc1cc(-c2ccc(Cl)cc2)no1)c1ccccc1,-12,-1
O=C(CC1Oc2ccccc2NC1=O)NCc1ccc(Cl)cc1 (stereo not given),-11,-4
COC(=O)Cn1cc(C(=O)OC)c2ccccc21,-2,12
O=C(COc1ccc2ccccc2c1Br)NC(=S)Nc1cccc(CO)c1,-2,11
COc1ccc(C)cc1NC(=O)COC(=O)c1ccc2ccccc2n1,-2,-3
NC(=O)CCn1c(C(=O)c2ccc(Cl)cc2)c2ccccc2[n+]1[O-],0,3
COc1ccccc1N1CCC(N2CCN(CC(C)(C)C)C(CCO)C2)CC1 (stereo not given),-8,-3
CC1(C)C(=O)Nc2ccccc2N1C(=O)COC(=O)c1ccc(Cl)c(S(=O)(=O)NCc2ccccc2)c1,0,11
C#CCn1c(=NC(=O)c2cccs2)sc2cccc(OC)c21,2,18
COC(=O)C1C2C=CC3(CN(CC4CCCO4)C(=O)C13)O2 (stereo not given),-21,-6
Cc1c(NC(=O)C(C)OC(=O)CC2Sc3ccccc3NC2=O)c(=O)n(-c2ccccc2)n1C (stereo not given),-1,-3
O=S(=O)(Nc1cccnc1)c1ccc(Cl)cc1,14,4
CC1(Br)C2CCCC1C2S(=O)(=O)c1ccccc1 (stereo not given),3,-2
Cn1c2ccccc2c2c(C(=O)NCc3ccco3)cn(C3CCCCC3)c(=O)c21,19,-5

# An excerpt of these results, with two lines to a compound.
# Values in the order: TAG inh, TAG inh DAPI viability
- CCOC(=O)N1CCN(C(=O)c2cccc(NC(=O)c3ccco3)c2)CC1
 : -13, 5
- Cc1ccc(NC(=O)CN(C)C(=O)CSc2nc(C)cs2)cc1
 : 2, -3
- COc1ccc(N2CC(C(=O)Nc3c(C(N)=O)oc4ccccc34)CC2=O)cc1 (stereo not given)
 : -9, 4
- C[C@@H](NC(=O)c1nc[nH]c1C(=O)NCCCCCNC(=O)OC(C)(C)C)c1ccccc1
 : -1, 6
- Cc1ccc(S(=O)(=O)NC(=O)c2cccc(Br)c2)cc1
 : 9, 0
- Cc1ccc(CN2CC(C(=O)Nc3ccc(C)cn3)CC2=O)cc1 (stereo not given)
 : 14, -10

# Going on with the list.
SMILES,TAG inh,TAG inh DAPI viability
CC1(C)SC(=S)N(/N=C/c2cccnc2)C1N(O)C(=O)NC1CCCCC1 (stereo not given),11,1
Cc1occc1C(=O)NNC(=O)NC12CC3CC(CC(C3)C1)C2,17,-9
N#Cc1ccc(S(=O)(=O)N2CCN(Cc3cccs3)CC2)cc1,-3,-4
COc1ccccc1-c1cc(C(=O)NN)[nH]n1,-5,20
O=C(O)CSc1nnc2c(n1)[nH]c1ccccc12,0,-3
C/C(=N\NC(=O)c1cccc(S(=O)(=O)N2CCCCC2)c1)c1ccc(C)o1,-32,5
CC(=O)Nc1ccc(NC(=O)C2(C)Cc3c(-c4ccc(NC(C)=O)cc4)ccnc3O2)cc1 (stereo not given),-2,-1
Cn1cc(CN(Cc2ccccc2)C[C@@H]2CCC(=O)N2)c(-c2ccccc2F)n1,-15,-7
O=C(Cn1cnc2sc(-c3ccccc3)cc2c1=O)NCc1ccco1,4,-14

# 4 entries from above, bar-delimited.
SMILES | TAG inh | TAG inh DAPI viability
C/C(=N\NC(=O)c1cccc(S(=O)(=O)N2CCCCC2)c1)c1ccc(C)o1 | -32 | 5
CC(=O)Nc1ccc(NC(=O)C2(C)Cc3c(-c4ccc(NC(C)=O)cc4)ccnc3O2)cc1 (stereo not given) | -2 | -1
Cn1cc(CN(Cc2ccccc2)C[C@@H]2CCC(=O)N2)c(-c2ccccc2F)n1 | -15 | -7
O=C(Cn1cnc2sc(-c3ccccc3)cc2c1=O)NCc1ccco1 | 4 | -14

# Screens from PubChem.
